Wnt act: activators of Wnt/beta-catenin signaling | Wnt/beta-catenin reporter cell assay, activator, plate reader | activation, % at 9.35 µM | actives 1.2% (n = 300,000) | AID 743398; in the data active = activation above about 30%, passing the limit was not always enough; inconclusive = no clear call, values can overlap the other calls;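 also: 0% = neutral control wells and 100% = positive control wells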
DAGLB inh: diacylglycerol lipase beta (human) inhibition | inhibition, % at 5.17 µM | AID 504411 | HEK293T DAGLB membrane lysate, EnzChek fluorogenic substrate | actives 0.059% (n = 340,000) | Q8NCG7; in the data active = inhibition above about 34%;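 also: 0% = enzyme with vehicle and 100% = wells lacking enzyme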
Target sequence (Q8NCG7 whole entry, looked up): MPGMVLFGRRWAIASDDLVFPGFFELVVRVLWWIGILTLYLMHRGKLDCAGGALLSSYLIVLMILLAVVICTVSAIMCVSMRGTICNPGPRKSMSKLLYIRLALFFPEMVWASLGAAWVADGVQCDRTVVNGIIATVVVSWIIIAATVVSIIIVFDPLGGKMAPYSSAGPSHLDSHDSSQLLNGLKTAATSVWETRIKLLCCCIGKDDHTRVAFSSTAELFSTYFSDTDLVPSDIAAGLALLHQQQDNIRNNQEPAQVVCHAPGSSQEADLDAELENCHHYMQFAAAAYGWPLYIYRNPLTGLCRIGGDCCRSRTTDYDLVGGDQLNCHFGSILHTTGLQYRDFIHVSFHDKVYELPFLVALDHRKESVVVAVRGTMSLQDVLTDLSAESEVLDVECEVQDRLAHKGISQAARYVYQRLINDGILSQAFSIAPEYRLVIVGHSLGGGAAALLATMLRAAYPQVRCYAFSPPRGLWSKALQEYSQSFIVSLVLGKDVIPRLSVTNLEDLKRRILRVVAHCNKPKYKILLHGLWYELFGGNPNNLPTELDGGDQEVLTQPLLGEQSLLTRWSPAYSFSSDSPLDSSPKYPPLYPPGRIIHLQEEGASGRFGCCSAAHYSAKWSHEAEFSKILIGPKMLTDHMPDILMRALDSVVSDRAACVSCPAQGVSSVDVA
Rtt109 HAT inh: inhibitors of Candida albicans Rtt109/Vps75 histone acetyltransferase; purified Rtt109/Vps75, ThioGlo CoA-SH fluorescence, 4 h; Q5AAJ8; actives 0.16% (n = 330,000); inhibition, % at 34.9 µM; AID 540336;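 active = inhibition of at least 50% in every replicate; inconclusive = best replicate reaches 50% inhibition but some replicates fall short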
Target sequence (Q5AAJ8 whole entry, looked up): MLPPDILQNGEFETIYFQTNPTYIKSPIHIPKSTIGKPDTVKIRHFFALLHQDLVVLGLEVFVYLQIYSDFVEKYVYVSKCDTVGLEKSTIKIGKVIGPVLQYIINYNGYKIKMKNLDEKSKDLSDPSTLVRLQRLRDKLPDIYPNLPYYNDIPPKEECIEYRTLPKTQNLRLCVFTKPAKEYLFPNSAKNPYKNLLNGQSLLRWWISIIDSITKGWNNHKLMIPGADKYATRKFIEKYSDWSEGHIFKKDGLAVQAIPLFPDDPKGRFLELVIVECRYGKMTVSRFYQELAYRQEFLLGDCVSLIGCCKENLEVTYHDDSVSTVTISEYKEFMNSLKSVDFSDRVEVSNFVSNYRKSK
PvdQ acylase: P. aeruginosa PvdQ acylase inhibition; actives 0.063% (n = 340,000); inhibition, % at 10 µM; AID 488965; purified PvdQ acylase, fluorescence plate reader; in the data active = inhibition above about 30%, passing the limit was not always enough; inconclusive = no clear call, values can overlap the other calls;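 also: 0% = vehicle neutral wells and 100% = reference inhibitor wells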
Tat transport: blocks Tat-dependent protein export in E. coli; E. coli MC4100 TorA-mCherry Tat export, fluorescence; inhibition, % at 10 µM; actives 0.036% (n = 340,000); AID 488895;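 active = mean replicate inhibition at least 50% and at least half of replicates individually reaching 50%; inconclusive = only one of the two criteria met; inactive = neither criterion met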;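 also: exported cargo escapes ClpAP degradation while cytoplasmic cargo is degraded and loses fluorescence; 0% = median of neutral control wells and 100% = median of NaSCN control wells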
AddAB inh: less growth of phage-infected E. coli with AddAB. E. coli expressing H. pylori AddAB, absorbance growth. inhibition, % at 11.9 µM. actives 0.29% (n = 330,000). AID 435030; in the data active = inhibition above about 12%;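 also: 0% = vehicle wells of infected cells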
phage Ecoli inh: E. coli growth loss with phage present; actives 0.26% (n = 360,000); inhibition, % at 11.9 µM; growth absorbance; in the data active = inhibition above about 11%
PfHsp90 yeast 2: growth inhibition of yeast expressing Plasmodium Hsp90. S. cerevisiae expressing PfHsp90, BacTiter-Glo ATP, 48 h; yeast lacking PDR1 and PDR3 efflux regulators. inhibition, % at 9.4 µM. actives 0.32% (n = 310,000). AID 504621;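 active = every replicate shows inhibition above about 80%, whatever the replicate mean, limit read from the data; inconclusive = mean inhibition reaches the set limit but some replicate falls short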;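 also: 0% = DMSO neutral controls and 100% = 20 µM radicicol positive controls; yeast relying on Plasmodium falciparum Hsp90 in place of its own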
CAL PDZ inh: human CAL PDZ-peptide interaction inhibition; Q9HD26; purified CAL PDZ, TMR-peptide fluorescence polarization, 1 h; inhibition, % at 20 µM; actives 0.02% (n = 330,000); AID 504414;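 active = highest replicate inhibition of at least 40%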;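 also: plate controls were DMSO neutral control wells for no effect and unlabeled competitor peptide control wells for full effect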
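Read-out basis: mP drop reported as inhibition | Assay system: Tagged CAL PDZ protein CerCALP, purified | Benchmarks: Unlabelled peptide for full inhibition, DMSO wells as neutral | Schedule: 1 h incubation at room temperature before polarization reading | Buffer or medium: Sodium phosphate/NaCl buffer pH 7.4 with TCEP, IgG, Thesit | Doses: Single point, 20 µM | Measured by: Fluorescence polarization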
Ecoli viability: counter-screen for AddAB inhibitors: E. coli growth inhibition; E. coli V3065 growth, OD600 absorbance, 18 h; inhibition, % at 11.9 µM; actives 0.27% (n = 330,000); AID 449728;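 active = inhibition above the campaign's mean inhibition across all tested compounds plus 3 SD, cut at about 9.9% in these data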;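 also: uninfected addAB+ strain grown without phage in ampicillin broth; 0% = DMSO wells and 100% = ciprofloxacin 0.95 µg/ml wells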
Active calls of the source: *; ? = inconclusive; . = no result given; & = joins results of further samples. Not a hit list; about 1.9% have a hit in one of these screens.

Structure	CAL PDZ inh	phage Ecoli inh	Rtt109 HAT inh	Tat transport	PvdQ acylase	Ecoli viability	AddAB inh	Wnt act	PfHsp90 yeast 2	DAGLB inh
O=C1c2ccccc2C(=O)N1CSc1nnc2c3ccccc3n(CCc3ccccc3)c2n1	0.2	.	-5	-7	-15	-2.1	3.1	.	-12	-4
Cc1ccc(C(=O)Oc2cccc(NC(=O)c3ccccc3)c2)cc1C	-1.5	1.9	10	11	-12	-1.7	3.9	2	4	-23
O=C(N/N=C/c1c[nH]c2ccccc12)c1ccc(Cl)cc1	0.0	1.8	-7	-3	5	-2.3	0.2	10	12	0
COC(=O)c1c(C)oc(C)c1S(=O)(=O)NCc1ccc(OC)cc1	-0.2	-0.1	-3	3	11	2.5	3.2	3	-10	-6
CN(C)c1ccc(N2C(=NC(=O)c3ccccc3)SC3CS(=O)(=O)CC32)cc1 (configuration not stated)	-1.2	4.5	-3	6	-1	-1.8	-0.2	-4	21	2
COc1ccc(N(C(=O)c2cccnc2)S(=O)(=O)c2ccc(Cl)cc2)cc1	0.1	2.7	-1	3	-7	0.7	4.2	-4	.	-1
COc1ccc(CCn2c(C3CCCCC3)nc3c(c(=O)c4ccccc4n3C)c2=O)cc1	.	2.3	.	.	.	1.5	-1.7	-8	.	.
COc1ccc(C(=O)Nc2cnc(NC(=O)c3cccs3)cc2C)cc1	-1.0	1.8	7	-6	-14	3.2	4.5	6	1	2
Cc1nn(CC(=O)OCC(=O)Nc2c(C(C)C)cccc2C(C)C)c(C)c1[N+](=O)[O-]	0.3	2.6	-11	12	-17	-0.1	2.0	0	15	-4
CN(C)C(=O)c1ccc(NC(=O)CSc2nnc(-c3cccs3)n2N)cc1	-0.3	2.6	2	-2	2	-0.2	-1.1	-1	0	2
Nc1ccn(-c2ccccc2)c(=O)c1	-1.6	1.1	-10	4	-4	-0.4	1.4	.	-15	-1
COc1cc(C(=O)Nc2nccs2)cc(OC)c1OC	-4.0	1.1	.	10	-3	-2.4	-0.6	.	17	0
CC1CCC2(CC1)NC(=O)N(CC(=O)NCCc1c[nH]c3ccccc13)C2=O (configuration not stated)	0.7	1.5	-5	-4	-11	-0.9	2.9	1	-3	-1
COc1ccccc1/C=C1\Cc2ccccc2C1=O	-2.8	3.7	-2	-9	-12	.	.	6	-11	-12
c1ccc(CCc2cccnc2)cc1	-1.3	1.3	7	-6	5	.	.	-1	.	-2
C=C(C)C1CCC(C)=C1CC(C)(C)/C=N\n1cnnc1 (configuration not stated)	0.0	1.6	-3	?	-6	1.9	3.4	0	-8	-2
O=S1(=O)CCOCCCN1Cc1ccccc1Br	1.3	2.6	1	-14	-2	0.7	3.1	-3	-4	1
CC(C)c1c(C(=O)N/N=C/c2ccccc2OCc2c(F)cccc2Cl)nnn1-c1nonc1N	-4.9	1.6	8	3	-8	-0.8	4.8	-4	5	-4
COc1cc(S(=O)(=O)Nc2c(C)cc(C)cc2C)ccc1Cl	-0.9	4.0	0	18	-7	-0.5	-0.4	-3	23	-5
Cc1ccn2c(c1)nc(=O)c1cc(S(=O)(=O)N3CCC(C)CC3)ccc12	-0.3	2.8	-3	-4	-6	1.1	1.9	-2	8	-3
Cc1ccc(C2=N/C(=C\c3cccs3)C(=O)N2Nc2ccccc2)cc1	-0.3	2.4	-1	8	-10	0.7	-0.2	.	-47	-1
CN(C)Cc1nc2c([nH]1)c(=O)n(C)c(=O)n2C	-0.2	1.4	-6	0	-17	-0.9	-1.0	-2	-16	-1
Cc1ccc(C)c(NC(=S)N2CCN(c3cccc(C(F)(F)F)c3)CC2)c1	0.9	2.8	1	8	-5	2.8	3.1	.	-87	-6
O=C(NCCCNc1ccc(C(F)(F)F)cc1[N+](=O)[O-])c1ccc(Cl)cc1	-2.4	3.5	-4	-2	-7	3.0	2.3	.	12	-1
O=C(NC1CCCC1)c1ccc(Br)s1	-0.8	2.1	-15	-4	5	-1.9	0.7	.	-10	-2
CN(Cc1ccccc1)C(=O)c1c[nH]c2ccc(S(=O)(=O)N3CCOCC3)cc2c1=O	-3.0	-1.8	-2	6	-1	1.0	0.9	.	-17	2
CSc1ccc(CN(C)C(C)C(=O)Nc2ccc(F)c(F)c2F)cc1 (configuration not stated)	-1.0	3.4	-9	5	1	2.2	1.4	1	5	-13
O=C(Cc1ccccc1F)NC1CCCc2ccccc21 (configuration not stated)	-1.9	1.3	-15	1	-7	-0.6	-0.2	5	8	1
COc1ccc(/C=C/C(=O)N(C)C2(C)CCS(=O)(=O)C2)cc1 (configuration not stated)	0.7	-0.5	3	2	-14	-2.8	-0.4	-5	.	2
CC(C)NC(=O)N(C)C[C@H]1Oc2ccc(NC(=O)Nc3ccc4c(c3)OCO4)cc2C(=O)N([C@H](C)CO)C[C@@H]1C	0.3	3.1	8	-13	3	2.3	2.7	1	7	-4

Full records as entered above.
COc1ccc(N(C(=O)c2cccnc2)S(=O)(=O)c2ccc(Cl)cc2)cc1 is listed with CAL PDZ inh: 0.1; phage Ecoli inh: 2.7; Rtt109 HAT inh: -1; Tat transport: 3; PvdQ acylase: -7; Ecoli viability: 0.7; AddAB inh: 4.2; Wnt act: -4; PfHsp90 yeast 2: .; DAGLB inh: -1
COc1cc(S(=O)(=O)Nc2c(C)cc(C)cc2C)ccc1Cl is listed with CAL PDZ inh: -0.9; phage Ecoli inh: 4.0; Rtt109 HAT inh: 0; Tat transport: 18; PvdQ acylase: -7; Ecoli viability: -0.5; AddAB inh: -0.4; Wnt act: -3; PfHsp90 yeast 2: 23; DAGLB inh: -5

Next section
Structure	CAL PDZ inh	phage Ecoli inh	Rtt109 HAT inh	Tat transport	PvdQ acylase	Ecoli viability	AddAB inh	Wnt act	PfHsp90 yeast 2	DAGLB inh
COc1ccccc1-c1noc(COC(=O)c2ccc(Br)o2)n1	-2.3	-1.5	-13	-3	-3	-0.7	0.2	-1	4	-20
Cc1ccc(/C=C/C(=O)NCCCc2ccccc2)cc1	-2.6	4.8	6	-8	-12	0.8	4.6	4	-6	-6
O=C(Nc1ccc(Cl)cc1)N1CCCN(Cc2ccccc2F)C1	-0.6	6.3	3	3	-8	0.6	1.8	.	10	2
COc1ccc2c(c1OC)C(=O)OC2Nc1ccccn1 (configuration not stated)	-1.4	2.5	4	-11	-13	0.9	-1.0	-1	-9	2
Cn1c(C(=O)NCCN2CCN(Cc3ccccc3)CC2)cc2c(=O)n(C)c3ccccc3c21	-2.0	2.0	5	-2	-3	-0.2	6.4	1	31	1
CN(C)c1ccc(N=Cc2nc(-c3ccccc3)oc2OC(=O)c2cccc(Br)c2)cc1	-0.9	2.8	4	1	-6	0.1	1.5	.	-18	3
Cc1ccc(C2C(C(=O)c3sc(C)nc3C)=C(O)C(=O)N2CCN2CCOCC2)o1 (configuration not stated)	0.6	1.9	2	8	6	-3.0	0.5	.	3	-3
O=C(NC1CCCCC1)C1CCCN1S(=O)(=O)c1ccc(Cl)cc1 (configuration not stated)	-2.1	3.1	-3	-5	-14	1.8	1.5	0	16	-1
Cn1c(C(=O)O)cc2cc(Oc3ccccc3)ccc21	-0.1	-2.9	-6	-7	-20	2.8	-0.6	0	-10	2
O=C(C1CCN(S(=O)(=O)c2ccccc2F)CC1)N1CCc2ccccc2C1	0.2	0.0	-3	3	-14	-0.2	0.0	-1	-7	-2
O=C(Cc1cnc2ncnn2c1)N1CCc2c([nH]c3ccccc23)C1c1ccccc1F (configuration not stated)	-0.6	1.4	20	4	-11	0.4	1.4	-1	-10	0
CN1C(=O)C(Cc2cnc[nH]2)NC1=S (configuration not stated)	0.1	-1.4	.	-7	-15	0.3	2.4	-1	-10	-2
COc1ccccc1-n1c(-c2ccccc2)c[n+]2c1CCc1ccccc1-2	-0.5&0.3	4.4&2.5	-5	-15&-4	-14&12	-0.5&-0.6	0.7&1.2	-3&-4	13	1&2
O=C(NC1CCCCC1)C(c1ccccc1)N(Cc1ccc2c(c1)OCO2)C(=O)c1cnsn1 (configuration not stated)	-0.1	1.6	-13	11	-15	1.4	0.4	13	-4	-7
CC(=O)Nc1ccc(NC(=O)CSc2ccc3nnc(-c4ccccn4)n3n2)cc1	-2.3	2.8	-6	0	-14	-1.2	2.5	-3	-8	1
CCC(C)NC(=O)CC(C)C (configuration not stated)	0.7	-1.0	-3	-5	-3	-0.3	-0.7	0	-16	-2
O=P(CCCO)(Cc1ccccc1)Cc1ccccc1	-0.4	-0.9	-5	13	-6	0.8	0.2	-2	-2	-1
C=CCc1cccc(/C=N/NC(=O)CCC(=O)Nc2ccc(F)cc2)c1O	-1.9	13*	-2	9	-7	11*	13*	.	-24	2
CCSc1nnc(NC(=O)CCCOc2ccc(C)cc2)s1	-0.4	4.4	.	2	7	0.3	-1.0	-1	3	-1
Cc1cc(C)c(S(N)(=O)=O)c(C)c1-n1cnnn1	-1.4	1.1	-2	5	-9	-1.6	-0.3	.	.	1
CCCCN1CC(COCc2ccccc2)Oc2cccc(F)c2S1(=O)=O (configuration not stated)	-1.1	2.1	-1	-2	0	.	.	-3	-23	-16
O=C(CCCN1C(=O)/C(=C/c2ccccc2Cl)SC1=S)NNC(=O)c1ccc(Cl)cc1Cl	-1.1	0.0	-13	0	-9	-1.8	-0.7	-12	-20	2
O=C(O)COCC(=O)Nc1ccc(OCCc2ccccc2)cc1	.	0.3	-3	9	-3	-0.1	1.2	1	-9	-3
CC(=O)Cn1c(C(F)(F)F)nc2ccccc21	0.1	2.1	-4	-1	4	2.9	1.8	.	4	-2
COc1cccc(C(C(=O)NC2CCCCC2)N(C(=O)c2ccco2)c2ccccc2OC)c1 (configuration not stated)	0.0	-0.9	6	-2	-17	1.4	2.7	-2	1	0
CCOC(=O)C1=C(COC(=O)COc2ccccc2C=O)NC(=O)NC1C (configuration not stated)	0.1	1.3	6	-1	-5	-1.1	0.8	-4	7	1
Cc1c(Cl)c(C(=O)NNC(=S)Nc2ccc(F)cc2)nn1C	-1.9	0.5	6	0	-13	-1.8	0.9	10	1	1

Nothing new here: an excerpt of the list.
Structure	CAL PDZ inh	phage Ecoli inh	Rtt109 HAT inh	Tat transport	PvdQ acylase	Ecoli viability	AddAB inh	Wnt act	PfHsp90 yeast 2	DAGLB inh
COc1ccccc1-c1noc(COC(=O)c2ccc(Br)o2)n1	-2.3	-1.5	-13	-3	-3	-0.7	0.2	-1	4	-20
Cc1ccc(/C=C/C(=O)NCCCc2ccccc2)cc1	-2.6	4.8	6	-8	-12	0.8	4.6	4	-6	-6
O=C(Nc1ccc(Cl)cc1)N1CCCN(Cc2ccccc2F)C1	-0.6	6.3	3	3	-8	0.6	1.8	.	10	2
